Bioassay records from PubChem BioAssay.
Keap1-Nrf2 PPI – inhibitors of human Keap1-Nrf2 protein-protein interaction; Q14145; Keap1 Kelch-Nrf2 peptide fluorescence polarization, 1536-well; inhibition, % at 9.4 µM; 0.15% of 340,000 active; AID 504523; in the data active means inhibition above about 12%;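 further: human Keap1 Kelch domain with fluorescein labeled Nrf2 9mer peptide probe; 0% = neutral control wells and 100% = peptide positive control; higher means more block of Keap1 binding to Nrf2 peptide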
Target sequence (Q14145 whole entry, looked up, the tested form may be a part): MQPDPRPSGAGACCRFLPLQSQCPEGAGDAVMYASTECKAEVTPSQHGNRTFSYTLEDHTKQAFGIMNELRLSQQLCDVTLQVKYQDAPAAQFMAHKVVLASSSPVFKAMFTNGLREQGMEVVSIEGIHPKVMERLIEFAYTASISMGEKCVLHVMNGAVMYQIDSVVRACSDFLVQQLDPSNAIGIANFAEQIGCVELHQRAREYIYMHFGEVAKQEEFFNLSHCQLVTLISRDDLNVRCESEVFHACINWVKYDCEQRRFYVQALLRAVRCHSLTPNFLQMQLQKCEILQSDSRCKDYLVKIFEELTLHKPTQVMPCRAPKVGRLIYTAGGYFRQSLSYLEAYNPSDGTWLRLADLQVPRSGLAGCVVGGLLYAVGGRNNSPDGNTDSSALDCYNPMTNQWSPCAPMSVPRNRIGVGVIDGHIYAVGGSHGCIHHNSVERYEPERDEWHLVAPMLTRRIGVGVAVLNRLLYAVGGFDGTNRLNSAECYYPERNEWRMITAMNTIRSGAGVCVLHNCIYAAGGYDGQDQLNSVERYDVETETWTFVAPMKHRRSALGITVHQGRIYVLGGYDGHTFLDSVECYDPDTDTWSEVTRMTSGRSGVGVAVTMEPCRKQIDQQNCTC
LANA DNA inh – inhibitors of KSHV LANA C-terminal domain DNA binding; MBP-C-LANA/FAM-LBS DNA binding, fluorescence polarization; inhibition, % at 9 µM; AID 504423; 0.078% of 340,000 active;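 active means highest replicate inhibition at or above 60% at 9 µM, even if other replicates fall short; inactive means all replicates below 60% inhibition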;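 further: 0% = neutral control wells and 100% = 4 µM acridine orange control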
CAL PDZ FP-1 – CAL PDZ (human) peptide binding inhibition; Q9HD26; purified CAL PDZ, TMR-peptide fluorescence polarization, 1 h; inhibition, % at 24.9 µM; 0.92% of 300,000 active; AID 602252;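 active means mean inhibition of at least 30% with at least half of replicates also reaching 30%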;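 further: 0% = DMSO neutral control and 100% = excess unlabeled competitor peptide PRC23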
CAL PDZ FP-2 – human CAL PDZ-peptide interaction inhibition. Q9HD26. inhibition, % at 20 µM. purified CAL PDZ, TMR-peptide fluorescence polarization, 1 h. AID 504414. 0.02% of 330,000 active;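 active means highest replicate inhibition of at least 40%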;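 further: plate controls were DMSO neutral control wells for no effect and unlabeled competitor peptide control wells for full effect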
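System: purified tagged CAL PDZ domain construct (CerCALP). Schedule: 1 h incubation at room temperature before polarization reading. Medium: 25 mM sodium phosphate pH 7.4, 150 mM NaCl, TCEP, IgG, Thesit. Read-out: percent inhibition from loss of millipolarization. Measured by: FP readout, S and P plane fluorescence. Probe or stimulus: fluorescent TMR peptide probe.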
DAGLB inhibitor – diacylglycerol lipase beta (human) inhibition; Q8NCG7; AID 504411; HEK293T DAGLB membrane lysate, EnzChek fluorogenic substrate; 0.059% of 340,000 active; inhibition, % at 5.17 µM; in the data active means inhibition above about 34%;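 further: 0% = enzyme with vehicle and 100% = wells lacking enzyme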
SR-BI uptake up – enhances SR-BI lipid uptake from DiI-HDL. CHO ldlA[mSR-BI] cells, DiI-HDL uptake fluorescence, 3 h; 100 = double the neutral-control signal. activation, % at 12.5 µM. 0.096% of 320,000 active. AID 504775;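 active means mean replicate activation of at least 60% and every replicate at or above 60%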;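 further: 0% = median plate neutral-control signal and 100% = twice that signal; values of inactives mirror those of a sister screen read the other way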
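Test system: SR-BI-overexpressing, LDLR-lacking CHO cells; Also added: labelled HDL, 10 µg/mL; Measured by: bottom-read cell fluorescence after medium removal, ex 550/em 595 nm; Timing: 3 h uptake period with compound, 37 °C; Buffer or medium: F12, 0.5% BSA, 25 mM HEPES; Doses: single compound concentration, delivered by pin transfer.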
PKA-R2B act – activates the human PKA-R2B holoenzyme complex | P22694+P31323 | 0.079% of 340,000 active | PKA-R2B holoenzyme dissociation, Cy5-IP20 fluorescence polarization; R2B truncated from residue 108, S112A mutant; 0% DMSO only, 100% 113 µM cGMP | AID 504700 | activation, % at 11.4 µM;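 active means activation above a cutoff set at the mean over all compounds plus 3 SD, cut at about 18% in these data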;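 further: higher means more holoenzyme dissociation and a rise in polarization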
Target sequence (P31323 whole entry, looked up, other chains not shown, the tested form may be a part): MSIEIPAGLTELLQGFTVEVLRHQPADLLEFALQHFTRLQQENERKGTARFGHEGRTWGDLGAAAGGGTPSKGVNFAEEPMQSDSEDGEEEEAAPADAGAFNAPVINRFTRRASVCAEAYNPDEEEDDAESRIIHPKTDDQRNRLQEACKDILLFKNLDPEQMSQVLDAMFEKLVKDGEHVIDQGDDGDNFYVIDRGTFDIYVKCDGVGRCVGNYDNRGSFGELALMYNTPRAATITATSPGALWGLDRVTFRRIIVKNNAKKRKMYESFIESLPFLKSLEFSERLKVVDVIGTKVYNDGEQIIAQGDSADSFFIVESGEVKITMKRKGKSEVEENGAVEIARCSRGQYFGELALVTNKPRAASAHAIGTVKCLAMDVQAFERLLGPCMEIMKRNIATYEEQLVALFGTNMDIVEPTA
RTF Ca sens act – cardiac RTF calcium sensitization; P19429+P45379; IANBD-labeled TnC RTF fluorescence at EC20 calcium; 0% EC20 calcium, 100% full calcium; activation, % at 7.2 µM; 0.24% of 340,000 active; AID 493008;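 active means activation above the mean over all tested compounds plus 3 SD, cut at about 30% in these data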;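 further: rise in fluorescence read as greater calcium sensitivity of cardiac thin filaments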
Rtt109 Vps75 – C. albicans Rtt109 histone acetyltransferase inhibition; purified Rtt109/Vps75, ThioGlo CoA-SH fluorescence, 4 h; inhibition, % at 34.9 µM; 0.16% of 330,000 active;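 active means inhibition of at least 50% in every replicate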
Cardiac RTF inh – cardiac RTF calcium desensitization; IANBD-labeled cardiac RTF, Ca2+ fluorescence; inhibition, % at 7.15 µM; 0.12% of 340,000 active;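 active means inhibition above the mean inhibition of all tested compounds plus 3 SD, cut at about 17% in these data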;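 further: assay run at fixed EC70 calcium of 1.6 mM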
Numbers without * were called inactive; . = no result given; & = joins results of further samples.

structure	Keap1-Nrf2 PPI	LANA DNA inh	CAL PDZ FP-1	CAL PDZ FP-2	DAGLB inhibitor	SR-BI uptake up	PKA-R2B act	RTF Ca sens act	Rtt109 Vps75	Cardiac RTF inh
CN1CCN(C(CNS(=O)(=O)c2ccc([N+](=O)[O-])cc2)c2ccc(F)cc2)CC1 (stereo not drawn)	-2	0.2	0	-0.8	-1	-11	-15	-5	0	4
O=C1C=CCCC1	0	-2.4	-3	-1.1	0	3	-3	-12	-1	6
COc1ccc(OC)c(/C=C/C(=O)OCC(=O)Nc2nnc(-c3ccccc3)o2)c1	-11	0.2	.	-0.5	1	-8	-8	12	-20	-2
CCn1c(SCC(=O)N2CCCCCC2)nc2c([nH]c3ccccc32)c1=O	-8	0.8	1	-2.9	2	3	3	0	2	-8
Cc1ccccc1NCC(=O)N/N=C/C(Br)=C/c1ccccc1	-3	3.2	-3	-3.7	0	-10	1	1	1	-14
O=C(COC(=O)/C=C/c1ccccc1)Nc1cc(C(F)(F)F)ccc1N1CCOCC1	5	0.8	1	-2.2	-1	-13	0	1	.	-4
Cn1c(NC(=O)c2cc(Br)ccc2Cl)cc(=O)n(C)c1=O	-2	-0.4	.	-4.0	0	.	-4	2	7	-4
COc1ccccc1N(CC(=O)N/N=C/c1c(O)ccc2ccccc12)S(C)(=O)=O	1	0.9	-2	-1.9	4	-49	-8	-6	6	26*
CC[C@]12c3[nH]c4cc(-c5ccco5)ccc4c3CCN1C(=O)[C@@H](CC(=O)NC/C=C(\C)CCC=C(C)C)C[C@@H]2C(=O)N1CCN(C(=O)C2CC2)CC1	-2	0.4	-1	0.4	4	-29	4	4	-2	-8
COc1cc(/C=N/NC(=O)Cc2ccccc2)ccc1Oc1ccc([N+](=O)[O-])cc1[N+](=O)[O-]	-1	-0.5	5	-1.4	0	-34	-2	-6	.	3
O=C(O)CCCNC(=O)c1nn(Cc2ccccc2)c(=O)c2ccccc12	-5	1.3	.	-0.8	-1	5	-3	-4	-6	-1
CC(C(=O)c1c[nH]c(C(=O)N=CN(C)C)c1)c1ncc(C(F)(F)F)cc1Cl (stereo not drawn)	2	-0.4	4	-2.2	0	7	-1	0	-13	1
Cc1ccc(S(=O)(=O)c2c(C)c(C)c(C)[nH]c2=O)cc1	-7	3.3	-3	-1.2	-2	22	-1	-8	7	-6
CN(C)c1ccc(C(=O)N/N=C/c2ccccn2)cc1	-3	0.0	-2	-3.4	-2	6	1	2	0	2
CCCCCOc1ccc(CSc2ncn[nH]2)cc1	6	2.0	-3	-0.5	-14	-5	2	11	22	-9
COc1ccc(-c2cn[nH]c2-c2ccc(OCc3ccccc3F)cc2O)cc1OC	-3	0.4	-5	-0.4	1	-52	-8	9	2	5
COc1cc(CC(=O)NCC(C)(C)N2CCOCC2)cc(OC)c1OC	6	-2.5	55*	-0.3	0	10	-10	-5	-9	-12
COc1ccc(C(=O)CN2CCN(c3cc(C)nc4ccccc34)CC2)cc1	-1	1.5	-2	-1.3	.	-25	.	.	-1	.
CCOCCCNC(=O)CN1CCN(S(=O)(=O)c2ccc3c(c2)CCC3)CC1	-1	0.3	-7	-0.8	2	-4	1	-3	-1	7
Cc1cc(C)cc(NC(=O)C(=O)NCCCN2CCOCC2)c1	1	-0.1	0	-0.5	0	9	5	3	0	-10
Cc1cccc(C(=O)NC2CCN(S(=O)(=O)c3ccc(F)cc3)CC2)c1	0	0.3	-3	1.1	-1	-18	0	3	0	-10
COc1ccc(N2CCN(C(=O)c3[nH]c4ccc(OC)cc4c3C)CC2)cc1	-6	-0.2	11	-0.3	1	12	3	-1	-3	-5
CCO[C@H]1OC(C(=O)NCc2ccccc2)=C[C@@H](C2CCCCC2)[C@@H]1CCCO	-2	0.1	0	-2.7	-3	-21	-3	7	-4	-10
COc1cc2[nH]c(=S)nc(NCCc3ccc(C)cc3)c2cc1OC	0	0.7	0	-0.8	5	-12	14	-4	-1	-4
Cc1ccc2oc(C(=O)Nc3cc(C)on3)c(C)c2c1	-4	-0.8	.	0.1	0	-7	-7	-7	5	-3
Cc1ccccc1NC(=O)c1cc(S(=O)(=O)N2CCOCC2)cs1	0	0.7	0	0.3	0	-45	-7	5	-1	-12
CCCCC1=CC2=C(c3ccco3)C(=O)C(C)(OC(=O)c3ccc(OC)cc3)C(=O)C2=CN1CCCN(CC)CC (stereo not drawn)	-8	-0.3	-4	-1.0	2	3	-16	-1	-3	0
COc1ccc(CSc2nnc(C)n2N)cc1Br	-1	0.6	2	-0.9	0	-11	-5	-6	1	2
O=C1/C(=C/c2cccc([N+](=O)[O-])c2)CSc2ccc(Cl)cc21	0	0.5	-7	-0.5	1	-18	-1	0	14	-6
COCCn1nnnc1C(C(C)C)N(Cc1cccnc1)Cc1cc2cc(OC)ccc2[nH]c1=O (stereo not drawn)	-1	-0.4	-6	-0.9	-5	32	-5	2	-9	-1
COC(=O)c1ccc(NC(=O)CNS(=O)(=O)c2cccs2)cc1	-6	-0.9	-1	-2.5	-3	12	2	1	-9	-19
O=C(Oc1ccc(/C=N/O)cc1)c1ccccc1	2	0.9	-6	-1.3	-5	20	-4	-3	-12	0
CCN(CC)C(=O)c1cc2c(=O)c3cc(Cl)ccc3oc2nc1C	2	-0.3	-2	-2.2	-2	4	3	4	0	-4
O=[N+]([O-])c1ccc(Cc2nnc(-c3ccc(F)cc3)o2)cc1	-2	0.8	-6	-2.5	3	.	6	-2	-4	-6
CCN(CC)c1ccc(C(=O)OCc2cc(=O)oc3cc(O)ccc23)cc1	-3	0.3	-2	-1.8	3	-59	-8	-10	-7	-9
CC(=O)Nc1sc(-c2ccccc2)nc1-c1ccccc1	-2	-1.9	.	3.7	-3	-17	-10	6	1	1
O=C(CSC1=NCCN1)Nc1ccccc1[N+](=O)[O-]	-7	-0.6	0	-1.3	-11	-72	-4	1	0	-7
O=C(c1ccc(Cl)cc1)N(Cc1ccco1)C1CCS(=O)(=O)C1 (stereo not drawn)	-2	0.6	-6	-0.5	1	55	-1	10	-4	2
CCCN(CC(=O)Nc1ccccc1C)C(=O)C1CC(=O)N(Cc2ccccc2)C1 (stereo not drawn)	-1	-2.8	4	0.9	-2	10	-10	-3	4	-8
NS(=O)(=O)c1ccc(NC(=O)Cc2cccs2)cc1	1	2.8	.	0.6	-3	5	3	1	-8	2
COc1ccc(-n2c(Cc3cccn3C)nnc2SCC(=O)Nc2ccccc2)cc1	-5	1.2	7	0.2	0	13	-10	1	-9	-2
Cc1ccc(C2OCC3(CO2)COC(c2ccc(C)cc2)OC3)cc1 (stereo not drawn)	3	4.0	0	-2.6	-1	29	-7	1	1	0
Cc1ccc(C)c2[nH]c(=O)c(CCNC(=O)c3cccs3)cc12	-4	0.5	.	-1.3	5	2	-6	6	6	0
N#C/C(=C\c1cccc(O)c1)C(=O)N1CCCCC1	-9	-1.3	3	-1.1	1	8	-3	-2	-6	0
O=C(O)C1CSC2(c3ccc4c(c3)OCCO4)CCC(=O)N12 (stereo not drawn)	-6	0.8	-4	.	-1	9	-2	8	-7	-11
O=C(NNc1nc(-c2ccccc2)c2cc(Br)ccc2n1)c1ccc(S(=O)(=O)N2CCOCC2)cc1	3	0.5	.	-2.1	-3	16	-6	-4	2	-3
COc1ccc(/C=C/C(=O)N2CCN(c3ccccn3)CC2)cc1	2	-0.4	-6	-3.0	1	22	-11	-5	7	-1
CCn1cc(C(=O)OCC(=O)NCc2ccccc2Cl)c(=O)c2ccc(C)nc21	-4	-1.7	3	-0.8	0	-3	-6	-1	-9	0
Fc1ccc(SCCc2ccccn2)cc1	9&8	-5.2&2.4	-2	0.2&0.9	-7	-7&7	14	-1	-9&-1	-9
O=C(O)CCC1OC(=O)C(O)=C1c1ccccc1 (stereo not drawn)	-6	-0.6	0	-0.1	-1	5	1	1	-9	1
Nn1c(C2CCCCC2)nc2ccccc2c1=O	-5	-1.2	-2	0.5	2	.	2	0	-1	-9
CCCn1nc(NS(C)(=O)=O)c2cc3cccc(C)c3nc21	-5	1.9	-4	.	5	33	-1	11	-11	-1
CC(C)(C)c1ccc(S(=O)(=O)NCc2ccc(C(=O)NCC3CCCO3)cc2)cc1 (stereo not drawn)	2	-0.4	-1	-1.1	1	-6	2	3	-7	-10
Cc1cc(NC(=O)C2CC(=O)N(c3ccccc3Cl)C2)no1 (stereo not drawn)	3	0.5	-3	-1.5	1	.	-10	0	-9	-27
CC(=O)NC1CC2CCCC(C1)N2CC(=O)N1CCCc2ccccc21 (stereo not drawn)	4	0.5	-4	0.4	0	34	-1	3	-7	11
COc1ccc(NC(=O)/C=C/c2ccc(F)cc2)cn1	1	0.1	-7	-4.8	-2	0	-6	-1	-1	-2
CCCCC(CC)CNC(=O)CCCCn1c(=O)[nH]c2ccsc2c1=O (stereo not drawn)	2	2.0	-3	-3.0	4	4	0	2	-18	6
CCc1noc(C)c1C(=O)Nc1ccc(C(F)(F)F)cc1	-3	1.1	4	-3.2	0	19	2	0	-8	-5
COc1ccc(CCNC(=O)CCC2COc3ccccc3O2)cc1OC (stereo not drawn)	-3	-0.4	.	-1.2	1	-16	1	-1	-4	-1
CCc1ccc(C(=O)N/N=C/c2cccc3ccccc23)nc1	-5	-0.4	-1	-3.0	-4	-10	-3	-4	1	-28

(further entries)
structure	Keap1-Nrf2 PPI	LANA DNA inh	CAL PDZ FP-1	CAL PDZ FP-2	DAGLB inhibitor	SR-BI uptake up	PKA-R2B act	RTF Ca sens act	Rtt109 Vps75	Cardiac RTF inh
CCCC1CCC(C(=O)n2nc(N)c3cc4ccc(OC)cc4nc32)CC1 (stereo not drawn)	-3	-0.4	.	-0.3	-4	-7	6	-2	-12	-10
OCCCCNCc1ccc(OCc2ccccc2Cl)cc1	-1	1.9	-3	-2.9	1	12	-1	0	-3	-22
CN1C(C)(C)c2ccccc2OS1(=O)=O	-3	-0.3	1	0.1	1	15	1	12	0	-5
Cc1ccc(-c2nn(-c3ccccc3)cc2CN(C)C(=O)CCC(=O)O)cc1C	-4	-0.2	-1	-0.7	-1	10	-10	-1	6	-7
CCOC(=O)c1cnc(-c2ccccc2)nc1Oc1ccc(Cl)c(Cl)c1	-7	0.1	.	-0.9	1	-51	-6	-2	2	-6

Rows are unselected (roughly 1.6% active in at least one column).
